Source: PubChem
GAA glycogen: inhibitors or activators of human alpha-glucosidase glycogen cleavage. P10253. recombinant GAA, glycogen substrate, Amplex Red glucose oxidase fluorescence. Potency, µM (series often up to 76.4 µM), for inactives: at the highest dose activity change, negative = inhibition, hits mostly inhibitors. actives 0.38% (n = 300,000). AID 2100; active = well fitted inhibition curve with a large enough effect; inconclusive = small, poorly fitted or top-dose-only effect, or another doubt; inactive = no such curve, though single readings can be large or run the other way;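 also: 0% = full enzyme reaction and -100% = no-enzyme basal signal; the screen sought inhibitors and activators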
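Recombinant human alpha-glucosidase (4 nM final) hydrolysed bovine liver glycogen (30 ug) for 40 min at 37 C in pH 5.0 citrate/phosphate with 0.01% Tween-20. Released glucose detected by glucose oxidase/Amplex Red, Ex 573/Em 610 nm. Compounds up to 77 uM; AC50 from Hill fits.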
An asterisk follows results filed as active; ? = inconclusive; & = joins results of further samples; [ ] = dose if it differs, or a comment. Potency is read from the fitted curve at half-maximal effect. A portion of the library; rates above refer to the full screens.

SMILES	GAA glycogen
Cc1cc(C)c(S(=O)(=O)NCc2cccnc2)cc1C	3%[76.3 µM]
CCOc1ccccc1NC(=O)CN1C(=O)COc2ccc(S(=O)(=O)N3CCOCC3)cc21	8%[76.3 µM]
O=C(NCc1ccccc1)C(c1cccnc1)N(C(=O)c1csnn1)c1ccccc1 (stereo not drawn)	11%[76.3 µM]
COc1ccccc1OC(C)C(=O)Nc1c(C(=O)c2ccc(Cl)cc2)oc2ccccc12 (stereo not drawn)	-7%[76.3 µM]
O=C(Nc1cc(Br)ccc1O)c1cc(-c2ccc3c(c2)OCO3)on1	17%[76.3 µM]
Cc1ccc(C(=O)NC(=S)N(C)C2CCCCC2)cc1Br	-4%[76.3 µM]
Cc1ccc(Nc2cc(C(=O)NCCc3ccccc3)c3ccccc3n2)c(C)c1	10%[76.3 µM]
Cc1ccc(Sc2ccc(N3CCCC(C(=O)Nc4ccc(F)cc4)C3)nn2)cc1 (stereo not drawn)	-2%[76.3 µM]
Cc1ccc2c(CC(=O)Nc3ccc(S(=O)(=O)N4CCCC(C)C4)cc3)coc2c1 (stereo not drawn)	-13%[76.3 µM]
O=C1/C(=C/c2ccc([N+](=O)[O-])cc2)CCC1C1CCCC1 (stereo not drawn)	0%
O=C(Nc1ccc(S(=O)(=O)Nc2ncccn2)cc1)c1ccccc1Cl	-8%&15%[76.3 µM]
COc1ccc(NC(=S)N2CCc3ccccc32)cc1OC	5%[76.3 µM]
COc1ccc(NC(=O)c2ccco2)cc1NC(=O)c1ccc(C)c(C)c1	13%[76.3 µM]
CCOc1ccc(S(=O)(=O)N2CCC(C(=O)NCc3ccncc3)CC2)cc1Cl	1%
O=C(NCCN1CCOCC1)c1cc(-c2ccccc2Cl)nc2ccccc12	-7%[76.3 µM]
Cc1ccc(C)c(OCCn2c(CCNC(=O)C3CCCCC3)nc3ccccc32)c1	-10%[76.3 µM]
CCOc1ccc(Nc2cc(C)c3ccccc3n2)cc1	4%
CC(=O)N1CCc2c(sc3c2c(=O)n(-c2ccccc2)c(=O)n3CC(=O)Nc2cccc(C)c2)C1	4%[76.3 µM]
O=C(c1cccs1)N(Cc1cc2ccccc2[nH]c1=O)CC1CCCO1 (stereo not drawn)	-7%
CCOCCCNC(=O)c1ccc2nc(-c3ccc(OC)c(OC)c3)c(-c3ccc(OC)c(OC)c3)nc2c1	2%
Cc1nn(CC(=O)N2CCN(c3ccccc3)CC2)c(C)c1[N+](=O)[O-]	0%
COc1ccccc1NC(=O)c1ncn(-c2ccccc2)n1	-26%[76.3 µM]
Cc1cc(C)cc(NS(=O)(=O)c2csc(C(N)=O)c2)c1	1%
N#Cc1ccc(CSc2nc3c(c(=O)[nH]2)CCCC3)cc1	-12%[76.3 µM]
CSc1ccccc1NC(=O)Cn1c([N+](=O)[O-])cnc1C	3%
Oc1ccc(-c2c(-c3ccsc3)sc3ccccc23)cc1	-8%[76.3 µM]
Clc1ccc(CN2CCN(c3ncccn3)CC2)c(Cl)c1	-3%[76.3 µM]
COc1cccc2c(C)cc3nnc(SCC(=O)Nc4ccc(C)cc4)n3c12	6%[76.3 µM]
O=C(CNC(=O)c1ccccc1F)c1ccccc1	0%[76.3 µM]
COC(=O)c1ccn(-c2nc(-c3ccc(Cl)cc3)cc(C(F)(F)F)n2)n1	6%[76.3 µM]
COc1cc(Cl)c(NC(=O)CCS(=O)(=O)c2cc3c(cc2Cl)NC(=O)CO3)c(OC)c1	15%[76.3 µM]
CCc1ccc(NC(=O)c2cc3nc(-c4ccc(C)cc4)cc(C(F)(F)F)n3n2)cc1	-8%[76.3 µM]
COc1ccc(OC)c(S(=O)(=O)N2CCCC(C(=O)NCc3ccccn3)C2)c1 (stereo not drawn)	-1%[76.3 µM]
O=C(NCc1ccco1)c1cccc(S(=O)(=O)N2CCCC2)c1	-7%
COc1cc(NC(=O)c2cccnc2)c(Cl)cc1NC(=O)c1ccc(Cl)cc1	-1%[76.3 µM]
Cc1cc(F)ccc1NC(=O)C1CCCN(C(=O)c2cnn(-c3ccccc3)c2-n2cccc2)C1 (stereo not drawn)	-2%[76.3 µM]
CCOC(=O)CNS(=O)(=O)c1cc(-c2nnc(Nc3cccc(O)c3)c3ccccc23)ccc1C	11%[76.3 µM]
COc1ccc(OC)c(Nc2nc(NCc3ccco3)c3ccccc3n2)c1	9%[76.3 µM]
Cc1cc(C)c2c(-n3cccc3)c(C(=O)NCCCN3CCCCC3)sc2n1	?
O=c1oc2ccccc2n1Cc1cccc(F)c1	2%
CC(NC(=O)c1ccco1)C(=O)N1CCCCC1 (stereo not drawn)	1%[76.3 µM]
CC(C)N(Cc1nccn1C)C(=O)CC1C(=O)NCCN1Cc1ccc(F)c(F)c1 (stereo not drawn)	2%[76.3 µM]
CCOC(=O)Cn1cc(C(=O)C(=O)N2CCOCC2)c2ccccc21	3%[76.3 µM]
Cc1c(C=O)c2ccccn2c1C(=O)c1ccccc1Cl	0%
C=CCN(C(=O)CCC(=O)Nc1cc(C)on1)C(C(=O)NC1CCCC1)c1ccc(OC)cc1OC (stereo not drawn)	-9%
Cc1ccc(CCC(=O)Nc2ccc(N(C)C)cc2)o1	-14%[76.3 µM]
COc1ccc2oc(=O)c(C(=O)N3CCN(c4ccc(C)cc4)CC3)cc2c1	5%[76.3 µM]
CCCOc1cccc(C(=O)Nc2ccc(-c3nc4ccccc4s3)c(Cl)c2)c1	4%[76.3 µM]
Cc1cc(C(=O)NC(Cc2c[nH]c3ccccc23)C(=O)O)c(C)o1 (stereo not drawn)	1%[76.3 µM]
COc1cccc(-c2csc(-c3c(N)c(C(=O)c4ccccc4)n4ccccc34)n2)c1	8%[76.3 µM]
N#Cc1c(NC(=O)c2ccc([N+](=O)[O-])o2)sc2c1CCC2	4%[76.3 µM]
CCN(CC)S(=O)(=O)c1ccc2c(c1)N(CC(=O)NCCc1ccccc1)C(=O)CO2	3%[76.3 µM]
COC(=O)c1sc(NC(=O)c2c(C)noc2C)nc1C	-2%[76.3 µM]
Cc1ccc(C)c(N2CCN(Cc3nnc(-c4ccc5c(c4)OCO5)o3)CC2)c1	-16%[76.3 µM]
CC(C)C(NS(=O)(=O)c1ccc2c(c1)C(C)(C)C(=O)N2C)C(=O)NCc1ccccc1Cl (stereo not drawn)	6%[76.3 µM]
O=C(NCc1ccncc1)C1CCN(S(=O)(=O)c2cc(Cl)ccc2Cl)CC1	-7%[76.3 µM]
COc1ccc(Nc2oc(-c3ccc(COc4ccc(OC)cc4)o3)nc2C#N)cc1	-15%[76.3 µM]
Cc1ccc2c(c1)N(CC(=O)N1CCCCC1)C(=O)C(C)O2 (stereo not drawn)	7%[76.3 µM]
O=C1OC(C(=O)Nc2cccc(Br)c2)Cc2ccccc21 (stereo not drawn)	-15%[76.3 µM]
COc1ccc(/C=C2/C(=O)N(c3ccccc3)N=C2C)cc1OC	-4%[76.3 µM]

The list goes on:
SMILES	GAA glycogen
O=C(NCc1ccccc1)c1ccccc1NC(=O)C1CCCCC1	4%[76.3 µM]
COc1ccc2nc(NC(=O)c3ccccc3[N+](=O)[O-])sc2c1	-1%[76.3 µM]
Cc1ccc(NC(=O)C(CC(=O)O)C2CCCO2)c(C)c1 (stereo not drawn)	2%
COc1ccc(OC)c(NC(=O)c2oc3c(c2C)C(O)CC(C)(C)C3)c1 (stereo not drawn)	-10%[76.3 µM]
COc1ccccc1CCNC(=O)Cn1c(=O)oc2ccccc21	-5%[76.3 µM]
CCCC1NC(C(=O)O)Cc2c1[nH]c1ccccc21 (stereo not drawn)	1%[76.3 µM]
CCC(=O)N1c2ccc(S(=O)(=O)CCC(=O)NCc3ccc(OC)cc3)cc2CC1C (stereo not drawn)	-18%[76.3 µM]
Cc1ccc(C)c(N2CCN(C(=O)c3ccc(Nc4nc5ccccc5n5nnnc45)cc3)CC2)c1	9%[76.3 µM]
CCCOc1ccc(C2C(C(=O)c3ccc(C)o3)=C(O)C(=O)N2Cc2ccco2)cc1OCC (stereo not drawn)	1%[76.3 µM]
O=C(Cc1ccc(NC2=NC3CS(=O)(=O)CC3S2)cc1)NCc1ccc(Cl)cc1 (stereo not drawn)	14%[76.3 µM]
CCc1nn(C(C)C(=O)NCc2ccc(Cl)cc2)c(=O)c2cc3occc3n12 (stereo not drawn)	1%[76.3 µM]
Cc1cc(C)cc(-n2c(SCC(N)=O)nc3c(oc4ccccc43)c2=O)c1	-5%[76.3 µM]
O=[N+]([O-])c1cc([N+](=O)[O-])c(Oc2cc(F)ccc2F)cc1NN1CCCCC1	5%[76.3 µM]
CCCCN(CC)CCNC(=O)c1cc2c(=O)n(CC)c3ccccc3c2s1	6%
C/C(=N\NC(=O)C(c1ccccc1)c1ccccc1)c1ccc(O)cc1	3%[76.3 µM]
Cc1ccc(CC(=O)NCc2nc(-c3cccc(C)c3)no2)cc1	12%[76.3 µM]
COc1ccc(N(CC(=O)N/N=C/c2ccc(C(=O)O)cc2)S(=O)(=O)c2ccc(NC(C)=O)cc2)cc1	3%
Cc1ccc(C)c(Cn2nnc3c(=O)[nH]c(C4CCN(S(=O)(=O)c5ccc(S(=O)(=O)N(C)C)cc5)CC4)nc32)c1	5%
O=[N+]([O-])c1cccc(C2CC(c3ccccc3)=NN2c2ccccc2)c1 (stereo not drawn)	1%[76.3 µM]
COc1ccc(Cl)cc1NC(=O)c1cnc(SC)nc1-c1ccccc1	7%[76.3 µM]
CCc1nnc(N/N=C\c2ccc(OC(C)=O)c(OC)c2)n1N	2%
COc1cccc(CNCC2CCCO2)c1 (stereo not drawn)	-10%[76.3 µM]
CCS(=O)(=O)CCSc1nc(-c2ccc(Br)cc2)cc(-c2ccccc2)c1C#N	-5%[76.3 µM]
CCOc1ccc(-n2c(SCC(=O)NC)nnc2-c2ccco2)cc1	3%[76.3 µM]
COc1cc(OC)cc(C(=O)Nc2cc(C)nn2-c2ccccc2)c1	-3%
CC(=O)Nc1cccc(NC(=O)c2ccc(COc3ccccc3)cc2)c1	-26%
Fc1ccc(-c2cc3ncc4c(n3n2)-c2cc(Cl)ccc2OC4)cc1	-6%[76.3 µM]
Cc1ccc(-n2nc(C)c3c(C)c(CCC(=O)NCc4ccccc4Cl)c(C)nc32)cc1	-8%[76.3 µM]
Fc1cccc(Cl)c1CNc1n[nH]c(-c2ccco2)n1	11%[76.3 µM]
Cc1ccc(-c2nc3ccccc3c(=O)n2O)cc1	10%
CCn1c(SCC(=O)NNC(=O)c2ccc(OC)cc2)nnc1C1CC1	5%
Cn1c(CC(=O)Nc2ccc(F)cc2)nnc1SCC(=O)NC1CCCCC1	-2%
CC(=O)c1sc(N/N=C\c2ccc(N(C)C)cc2)nc1C	-23%[76.3 µM]
COc1ccc([C@]23Cc4ccccc4C(O2)c2c(cc(-c4ccccc4)oc2=O)O3)cc1	-6%[15.3 µM]
O=C(Nc1nc2ccccc2[nH]1)c1cccc(Cl)c1	1%[76.3 µM]
O=c1[nH]c(COc2ccc(Cl)cc2Cl)nc2ccccc12	-3%[76.3 µM]
COc1ccc(-c2cc(C(=O)Oc3cccc(C)c3)c3cc(C)ccc3n2)cc1	14%[76.3 µM]
O=C1Nc2ccccc2/C1=C/c1ccccc1F	1%
Cc1oc2c(c(C)cc3oc(=O)c(CC(=O)NCCc4ccccc4)c(C)c32)c1C	4%[76.3 µM]
NC(=O)CC[C@H](NC(=O)[C@H](Cc1ccccc1)n1c(=O)[nH]c2ccccc2c1=O)C(=O)N1CCC[C@H]1C(=O)O	4%[76.3 µM]
COc1cc(NC(=O)C2=CC(c3ccco3)=NS(=O)(=O)N2C)cc(OC)c1OC	-5%[76.3 µM]
COc1ccccc1N1CCN(C(=O)c2oc3c(c2C)C(=O)CC(C)(C)C3)CC1	-16%[76.3 µM]
O=C(CCNC(=O)N1CC(=O)Nc2ccccc21)Nc1ccc(Br)cc1F	-3%[76.3 µM]
CCC(=O)c1cn(CC(=O)Nc2ccccc2Cl)c2ccccc12	-8%[76.3 µM]

Reprinted from the listing for reference:
SMILES	GAA glycogen
Fc1cccc(Cl)c1CNc1n[nH]c(-c2ccco2)n1	11%[76.3 µM]
Cc1ccc(-c2nc3ccccc3c(=O)n2O)cc1	10%
CCn1c(SCC(=O)NNC(=O)c2ccc(OC)cc2)nnc1C1CC1	5%
Cn1c(CC(=O)Nc2ccc(F)cc2)nnc1SCC(=O)NC1CCCCC1	-2%
CC(=O)c1sc(N/N=C\c2ccc(N(C)C)cc2)nc1C	-23%[76.3 µM]
COc1ccc([C@]23Cc4ccccc4C(O2)c2c(cc(-c4ccccc4)oc2=O)O3)cc1	-6%[15.3 µM]
O=C(Nc1nc2ccccc2[nH]1)c1cccc(Cl)c1	1%[76.3 µM]
O=c1[nH]c(COc2ccc(Cl)cc2Cl)nc2ccccc12	-3%[76.3 µM]
COc1ccc(-c2cc(C(=O)Oc3cccc(C)c3)c3cc(C)ccc3n2)cc1	14%[76.3 µM]
O=C1Nc2ccccc2/C1=C/c1ccccc1F	1%
Cc1oc2c(c(C)cc3oc(=O)c(CC(=O)NCCc4ccccc4)c(C)c32)c1C	4%[76.3 µM]
NC(=O)CC[C@H](NC(=O)[C@H](Cc1ccccc1)n1c(=O)[nH]c2ccccc2c1=O)C(=O)N1CCC[C@H]1C(=O)O	4%[76.3 µM]
COc1cc(NC(=O)C2=CC(c3ccco3)=NS(=O)(=O)N2C)cc(OC)c1OC	-5%[76.3 µM]
